Screening results deposited in PubChem BioAssay by Sanford-Burnham Center for Chemical Genomics.
SENP8 block-1 – SENP8 protease inhibition; purified SENP8, Z-RLRGG-aminoluciferin cleavage, luminescence; inhibition, % at 10 µM; 330,000 tested, 1.2% active; AID 2540; in the data active = inhibition above about 50%
A3G deaminase – inhibitors of human APOBEC3G DNA deaminase; inhibition, % at 20 µM; Q9HC16; recombinant A3G, ssDNA deamination FAM/TAMRA fluorescence; 330,000 tested, 0.28% active;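 active = inhibition of at least 40% at 20 µM, with no more than 30% in the related APOBEC3A deaminase screen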;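 also: plate controls were DMSO wells with A3G for no effect and wells lacking A3G enzyme for full effect; some compounds called inactive have numbers as strong as hits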
Target sequence (Q9HC16 whole entry, looked up): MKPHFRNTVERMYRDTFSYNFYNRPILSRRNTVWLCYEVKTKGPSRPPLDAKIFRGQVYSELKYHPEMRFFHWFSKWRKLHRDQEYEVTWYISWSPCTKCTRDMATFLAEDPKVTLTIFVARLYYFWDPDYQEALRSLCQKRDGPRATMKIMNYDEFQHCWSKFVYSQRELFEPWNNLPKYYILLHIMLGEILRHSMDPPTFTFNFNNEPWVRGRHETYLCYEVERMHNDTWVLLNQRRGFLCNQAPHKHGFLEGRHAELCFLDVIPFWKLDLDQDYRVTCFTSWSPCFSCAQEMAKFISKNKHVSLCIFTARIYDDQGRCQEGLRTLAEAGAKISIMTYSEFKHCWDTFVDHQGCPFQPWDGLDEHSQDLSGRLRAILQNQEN
SENP6 block – inhibitors of human SENP6 protease; Q9GZR1; Recombinant SENP6 catalytic domain, aminoluciferin luminescence; inhibition, % at 10 µM; 330,000 tested, 1.8% active;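 active = inhibition above about 50% at the single tested dose, limit read from the data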;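 also: plate controls were DMSO wells with enzyme for no effect and DMSO wells lacking enzyme for full effect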
SENP7 inh – blocks the human protease SENP7; AID 434973; Q9BQF6; 330,000 tested, 1.5% active; recombinant SENP7, Z-RLRGG-aminoluciferin luminescence, 40 min; inhibition, % at 5 µM;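 active = inhibition above about 50% at the single test dose, limit read from the data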;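 also: plate controls were DMSO with enzyme for no effect and no enzyme buffer wells for full effect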
Target sequence (Q9BQF6 706-1050 limits assumed): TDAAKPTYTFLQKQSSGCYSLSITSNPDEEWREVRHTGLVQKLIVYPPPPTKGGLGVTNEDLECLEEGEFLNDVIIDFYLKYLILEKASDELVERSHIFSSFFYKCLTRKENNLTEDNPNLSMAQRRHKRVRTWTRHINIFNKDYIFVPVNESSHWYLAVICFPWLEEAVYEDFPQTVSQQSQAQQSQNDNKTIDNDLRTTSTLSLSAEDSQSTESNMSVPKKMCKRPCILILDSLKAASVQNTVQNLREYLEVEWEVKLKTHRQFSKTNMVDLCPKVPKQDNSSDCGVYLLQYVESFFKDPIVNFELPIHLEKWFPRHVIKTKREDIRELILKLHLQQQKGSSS
SENP8 block-2 – inhibitors of human SENP8 protease; recombinant SENP8, Nedd8 substrate fluorescence; inhibition, % at 20 µM; 360,000 tested, 0.64% active; AID 602440; in the data active = inhibition mostly above about 40%, no sharp cut-off; inactive = mostly below about 27%
UBC13 inh – inhibitors of human UBC13 polyubiquitin chain formation | P61088 | TR-FRET | inhibition, % at 20 µM | 330,000 tested, 0.47% active; in the data active = inhibition above about 45%, passing the limit was not always enough; inconclusive = no clear call, values can overlap the other calls
SENP1 FRET inh – inhibitors of human SENP1 SUMO protease catalytic domain | 360,000 tested, 0.21% active | inhibition, % at 10 µM | recombinant SENP1 catalytic domain, CyPet-SUMO1-YPet FRET cleavage;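 active = inhibition at least 30% at 10 µM, raw YFP signal under a set limit, fluorescence ratio 0.5 to 1.5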;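 also: 0% = enzyme with DMSO and 100% = no enzyme wells; some results filed as inactive read as strong as hits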
Target sequence (Q9P0U3 419-644 limits assumed): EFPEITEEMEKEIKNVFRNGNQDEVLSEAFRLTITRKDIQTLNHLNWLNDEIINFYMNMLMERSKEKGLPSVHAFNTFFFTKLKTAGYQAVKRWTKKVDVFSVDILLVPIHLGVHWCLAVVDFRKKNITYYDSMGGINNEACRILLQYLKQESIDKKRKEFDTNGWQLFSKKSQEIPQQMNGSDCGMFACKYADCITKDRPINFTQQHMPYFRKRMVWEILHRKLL
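System: Recombinant human SENP1 catalytic domain, His6-tagged | Incubation: Enzyme reaction for 50 min at room temperature, dark | Medium: Tris pH 8 with BME, BSA, NP40 and catalase | Also added: 25 nM SUMO1 FRET substrate | Compound: 10 µM single point, 0.5% DMSO | Measured by: FRET fluorescence in CFP and YFP emission channels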
Apaf1 inhib – inhibitors of human Apaf-1 apoptosome | AID 489030 | reconstituted apoptosome caspase-3 activity, DEVD-Rh110 fluorescence | inhibition, % at 20 µM | 330,000 tested, 0.71% active | O14727; active = inhibition of at least 40% at 20 µM;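 also: plate controls were DMSO wells for no effect and DEVD-CHO caspase inhibitor wells for full effect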
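Material: reconstituted apoptosome with Apaf-1, cytochrome c, caspase-9, procaspase-3, dATP; medium: pH 7.5 Hepes buffer with CHAPS, BSA, DTT; also added: cytochrome c and DEVD-Rh110 substrate; timing: 30 min plus 50 min, RT; signal: Rh110 fluorescence intensity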
Starred values were filed as active, the others as inactive; i = inactive; u = inconclusive; x = no result given.

A first look, two compounds:
Structure	SENP8 block-1	A3G deaminase	SENP6 block	SENP7 inh	SENP8 block-2	UBC13 inh	SENP1 FRET inh	Apaf1 inhib
CCOC(=O)CC(=O)CSc1nc(N)c(C#N)c(-c2ccc(F)cc2)c1C#N	-10	-13	-6	-8	-62	32	-12	-4
Cc1ccc2c(c1)N(CC(=O)NCCCN1CC(C)CC(C)C1)C(=O)c1cccnc1O2 (stereo unspecified)	7	-5	-9	-7	13	14	0	-9

This part in full, from the start:
Structure	SENP8 block-1	A3G deaminase	SENP6 block	SENP7 inh	SENP8 block-2	UBC13 inh	SENP1 FRET inh	Apaf1 inhib
CCOC(=O)CC(=O)CSc1nc(N)c(C#N)c(-c2ccc(F)cc2)c1C#N	-10	-13	-6	-8	-62	32	-12	-4
Cc1ccc2c(c1)N(CC(=O)NCCCN1CC(C)CC(C)C1)C(=O)c1cccnc1O2 (stereo unspecified)	7	-5	-9	-7	13	14	0	-9
O=C1CCc2cc(NS(=O)(=O)c3cc(F)ccc3F)cc3c2N1CC3	-5	-7	-14	-1	11	9	0	-3
CC12CCC(c3c(C(=O)N4CCOCC4)nn(-c4ccccc4)c31)C2(C)C (stereo unspecified)	3	-3	2	1	6	1	2	-7
CCCC(=O)Nc1cccc(NC(=O)c2ccc3c(c2)OCCO3)c1	14	-3	-2	-7	9	6	2	-7
O=C(O)C(Cc1c[nH]c2ccccc12)N1Cc2ccccc2C1=O (stereo unspecified)	2	-3	-12	4	13	4	-2	-3
COCCN(CCOC)C(=S)Nc1cc(S(=O)(=O)N(C)C)ccc1C	0	-1	4	5	3	-4	0	-5
Clc1ccc(Cn2ncc3c(NCc4ccco4)ncnc32)c(Cl)c1	-3	-7	-6	-7	x	6	x	24

An excerpt from above in order of heavy-atom count, largest number first:
Structure	SENP8 block-1	A3G deaminase	SENP6 block	SENP7 inh	SENP8 block-2	UBC13 inh	SENP1 FRET inh	Apaf1 inhib
Cc1ccc2c(c1)N(CC(=O)NCCCN1CC(C)CC(C)C1)C(=O)c1cccnc1O2 (stereo unspecified)	7	-5	-9	-7	13	14	0	-9
CCOC(=O)CC(=O)CSc1nc(N)c(C#N)c(-c2ccc(F)cc2)c1C#N	-10	-13	-6	-8	-62	32	-12	-4
O=C1CCc2cc(NS(=O)(=O)c3cc(F)ccc3F)cc3c2N1CC3	-5	-7	-14	-1	11	9	0	-3

Remaining list, next part:
Structure	SENP8 block-1	A3G deaminase	SENP6 block	SENP7 inh	SENP8 block-2	UBC13 inh	SENP1 FRET inh	Apaf1 inhib
CCOCCCn1c(SCC(=O)NCc2ccc3c(c2)OCO3)nc2ccccc2c1=O	-15	-5	-10	-10	13	-2	2	1
COC(=O)[C@@]1(Cc2ccc(OC)cc2)[C@@H]2C(=CC(=O)[C@H]2CC(=O)C(=O)N2CCCC2)CN1C(=O)c1ccccc1	-14	-13	-17	-3	6	4	-4	3
O=C(NCCN1CCOCC1)c1ccc2c(c1)N(Cc1ccc(F)cc1)C(=O)c1ccccc1S2(=O)=O	1	0	14	3	-3	1	1	7
COCCCNC(=O)Cn1cc(/C=C(\C#N)C(=O)NC2CC2)c2ccccc21	-3	-3	13	6	-22	-10	-19	-3
OCc1cccc(Nc2ncnc3sc4c(c23)CCCCC4)c1	-1	2	-4	-6	-11	2	-6	11
Cc1nc(Oc2ccc(Cl)cc2)c2oc3ccccc3c2n1	-2	-5	-4	-2	13	5	1	3
COc1ccc(NC(=O)COc2ccc(S(=O)(=O)N3CCOCC3)cc2C)cc1OC	-6	-4	-27	0	0	3	1	-5
COc1ccc(C(=O)Nc2cc(OC)nc(OC)n2)cc1	74*	-4	87*	83*	32	10	-1	0
O=C(/C=C/c1cccc(Br)c1)OCC(=O)N1CCN(c2ccccc2)CC1	7	-8	6	-2	8	12	1	-2
COc1ccc(Cn2c(=S)[nH]c3cc(C(=O)N4CCCCC4)ccc3c2=O)cc1	-12	-12	-14	-9	9	0	2	7
CCC(C)[C@H](NC(=O)C1CC(=O)N(c2ccc(OC)cc2)C1)C(=O)N1CCCCC1 (stereo partly specified)	6	-3	0	2	7	-8	3	1
COc1ccccc1/C=C/C=N/n1c(-c2ccc(Cl)cc2Cl)n[nH]c1=S	-17	-7	-23	-5	-35	-3	2	11
CC1CCCN(S(=O)(=O)c2ccc(S(=O)(=O)N3CCC4(CC3)OCCO4)cc2)C1 (stereo unspecified)	3	-8	4	-6	19	4	1	-3
O=C(COC(=O)c1ccc(S(=O)(=O)N2CCCC2)cc1)NCc1ccccc1	2	-6	17	3	12	2	4	-9
COc1ccc2c(c1)C(=O)N(c1ccccc1OC)C(=O)C2	-1	-10	-3	-17	69*	-4	8	4
COc1ccc(Br)c(C(=O)OCC(=O)N2CCC(Cc3ccccc3)CC2)c1	-7	0	-3	-9	42*	5	0	14
CC(C)(C)c1nnc(NS(=O)(=O)c2ccc([N+](=O)[O-])cc2)s1	-4	-5	9	-7	9	-12	2	2
COCCn1c(=S)[nH]c2cc(C(=O)NCCc3ccc(OC)c(OC)c3)ccc2c1=O	4	-8	-8	7	7	27	-2	-10
Cc1cc(O)ccc1NC1=CC(=O)CC(C)(C)C1	-15	-9	-11	-8	11	-9	-13	5
COc1ccc(C(=O)Nc2cc(C)cc(C)c2)cc1S(=O)(=O)N1CCOCC1	-7	-1	2	2	21	-9	0	7
CCCN1C(=O)/C(=c2\sc3nc(=O)c(Cc4ccc(C)cc4)nn3c2=O)c2ccccc21	5	-4	-8	1	-10	-2	-2	5
Cc1cccc(NC(=O)c2cccc(S(=O)(=O)N3CCCCC3)c2)c1	-1	-5	-3	0	7	0	3	23
S=C(Nc1ccc(Nc2ccccc2)cc1)Nc1ccccn1	5	-2	12	10	11	-3	0	14
O=C(O)C1CC=CCC1C(=O)Nc1ccccc1 (stereo unspecified)	4	0	14	7	9	6	3	-4
CCOC(=O)N1CCN(Cc2nc3cc([N+](=O)[O-])ccc3n2C)CC1	-3	-7	-5	-8	14	-10	-1	2
CCOc1ccc(CN2CCC(Cc3ccccc3)CC2)cc1	-3	-3	8	-6	11	5	2	-3
COc1ccc(OC)c(-c2nc3c(C)n[nH]c(=O)c3[nH]2)c1	-4	-4	2	9	i	12	-1	-7
Cc1ccc(S(=O)(=O)N(CC(=O)NCc2cccs2)c2ccccc2)cc1	-14	0	-8	-8	16	1	2	11
CCc1nc2sc(C#N)c(N)c2c2c1CCCC2	-2	-4	-8	8	-363	21	-3	-3
Cc1ccc(CC2C(=O)N(c3cc(Cl)ccn3)C(=O)C2C)cc1 (stereo unspecified)	9	-8	7	1	6	2	2	-9
C/C(=N\NC(=O)Cc1csc(N2CCOCC2)n1)c1ccc(Cl)c(Cl)c1	-1	4	8	3	4	-2	0	25
COc1cccc(CNC(=O)C2CCN(S(=O)(=O)c3ccc4c(c3)CC(C)N4C(=O)C3CC3)CC2)c1 (stereo unspecified)	2	6	-4	2	0	-6	0	13
COc1ccc(COC(=O)c2ccc(Br)c(S(=O)(=O)N3CCOCC3)c2)cc1F	-7	-9	-22	-16	9	-6	3	17
CCN(CC(=O)Nc1ccc(NC(C)=O)cc1)C(=O)C12CC3CC(CC(Cl)(C3)C1)C2	8	0	2	1	9	2	1	6
Cc1nn(-c2ccccc2)c2nc(N)c(C#N)c(-c3ccc(F)cc3)c12	-7	-3	11	-8	-313	u	-9	25
Oc1cccc(/C=N/Nc2nn3cnnc3c3ccccc23)c1	-6	-10	-10	-10	-50	-19	3	22
CCOc1ccc(NC(=O)C2Cc3ccccc3CN2S(=O)(=O)CC)cc1 (stereo unspecified)	-3	-5	-41	-23	-8	-22	0	12
FC(F)(F)c1nc2ccccc2n2c(-c3ccc(Cl)cc3Cl)nnc12	4	-4	8	-7	-254	0	3	2
CN(C)C(=O)c1cn(-c2ccccc2)nc1-c1cc2ccccc2o1	1	-8	-7	2	-95	5	-1	12
COCc1cc(Sc2ccc(Cl)cc2Cl)nc(-c2ccccc2)n1	-11	-7	-1	-9	11	-26	-1	1
Clc1ccc(-c2cnc3n2CCC3)cc1	-13	-4	-18	-7	-142	6	-93	2
CCCCC#Cc1cncc(C(=O)N/N=C/c2cccc(OC)c2)c1	-7	-9	-35	-1	15	4	2	13
CN(C)S(=O)(=O)c1ccc2c(c1)nc(CCC(=O)Nc1ccc3c(c1)OCO3)n2C	1	-1	-3	5	3	-6	-76	-1
Cc1nc(COc2ccccc2Cl)sc1-c1ccnc(N)n1	4	0	-27	-1	-212	6	-6	10
CCOC(=O)c1cc(C#N)c(NCc2ccccc2)nc1C	-3	-4	4	0	-252	9	-3	-19
N#Cc1cccc(NC(=O)CCn2ccnc2)c1	0	-1	3	10	26	0	0	-7
CC12CCC(C/C1=N\OC(=O)c1ccc(F)cc1)C2(C)C (stereo unspecified)	0	-4	-6	-7	6	6	2	12
COCCN(C(=O)CNC(=O)c1cccs1)C(C(=O)NC1CCCC1)c1cccs1 (stereo unspecified)	4	-2	-2	-3	14	-2	1	-10
CC(C)C[C@H](NC(=O)c1nc[nH]c1C(=O)NC1CCN(C(=O)OC(C)(C)C)CC1)C(=O)OC(C)(C)C	-4	-1	-4	5	8	2	1	38
OCc1nc2ccccc2n1CCc1ccccc1	-10	1	-6	-16	28	-4	4	7
CSCCCNC(=S)Nc1ccc(N2CCOCC2)cc1N1CCOCC1	4	-8	3	-8	2	13	0	-10
Cc1nn(C)cc1S(=O)(=O)Nc1ccccc1Br	3	13	10	10	0	-10	1	17
CCCCN(CCCC)CCNC(=O)c1cn(CC)c2ccc(S(=O)(=O)N3CCc4ccccc4C3)cc2c1=O	-12	-5	-9	11	17	15	2	30
Cc1cccc(C)c1NC(=O)COC(=O)c1ccc2c(c1)OCO2	-6	-6	-1	-4	17	-6	1	10
CS(=O)(=O)c1ccc2nc(NC(=O)C3CCCO3)sc2c1 (stereo unspecified)	-4	10	-8	-11	8	-5	0	0
COc1cccc(-n2ccnc2SCC(=O)Nc2cc(C)on2)c1	2	-6	4	-6	19	-13	1	2

(list continues)
Structure	SENP8 block-1	A3G deaminase	SENP6 block	SENP7 inh	SENP8 block-2	UBC13 inh	SENP1 FRET inh	Apaf1 inhib
Cc1ccc(NC(=S)NNC(=O)CCn2cc(C)cn2)cc1	-1	-6	7	5	12	12	0	-11
Cc1nn(-c2ccccc2)c(C)c1/C=N/NC(=O)CSc1nnc(SCc2ccc(Cl)cc2)s1	8	-2	47	20	7	-17	0	30
CC(C)Cn1c(SCC(=O)N2CC(=O)Nc3ccccc32)nc2ccccc21	5	-1	13	0	11	5	1	-1
CN1C(=O)NC(c2ccccc2)(C(F)(F)F)S/C1=C(/C#N)c1nnc(N2CCOCC2)n1-c1ccccc1 (stereo unspecified)	4	-1	5	4	7	0	1	-8
COc1ccc(CCNC(=O)C(Sc2ccccn2)c2ccccc2)cc1OC (stereo unspecified)	-5	-2	-24	-3	14	-3	1	-4
CCOc1ncccc1C(=O)Nc1ccc2c(C)cc(=O)oc2c1	-4	-4	-14	-4	-216	-8	1	-1
Cc1cc(C)n(-c2nnc(C)n2/N=C/c2ccccc2O)n1	0	-4	1	5	-32	26	-27	3
COc1cccc(OC)c1C(=O)Nc1ccc(Cc2ccncc2)cc1	-5	-3	-10	-3	5	-5	4	-30
O=C(O)CSc1nc(-c2ccccc2)cc(=O)[nH]1	7	-5	2	-5	15	-5	1	-27
O=C(Nc1ncccc1O)c1ccc2c(c1)OCO2	-18	-6	-3	19	9	-11	1	-5
COC(=O)c1cccc(NC(=O)CSc2nnc(COc3cccc(C)c3)n2C)c1	-11	-3	-15	-2	18	-4	2	13
Cc1ccccc1NC(=O)/C(=C\c1cccs1)NC(=O)c1ccco1	3	-3	-2	3	12	-8	-10	-11
Cc1ccc([N+](=O)[O-])c(C)[n+]1C	4	16	-22	8	20	-14	-1	12
O=C(C1CC1)N1CCN=C1SCc1ccccc1	5	-8	-2	4	8	6	1	-12
